# Tb PYK inh: inhibitors of Trypanosoma brucei pyruvate kinase. TbPYK enzyme, Kinase-Glo Plus ATP luminescence, 45 min. Q57TT1. AID 624173. hit rate 0.12% among 410,000. Potency, µM (top dose mostly 76.8 µM), without a hit: top-dose activity, negative = inhibition, most hits filed as inhibitors; note: potency is the fitted concentration of half-maximal effect; % is set by controls: 0 for no effect and ±100 for the full control effect; nearly all actives have a fitted effect of over 50% in size
#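 Assay buffer: 50 mM TEA pH 7.2, 100 mM KCl, 10 mM MgCl2, 0.05% BSA, 0.01% Tween-20. Pyruvate kinase from T. brucei plus substrate met compound, then ADP (130 uM final). Luminescence was read post 45 min RT.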
# LmPK inhibitor: inhibitors of Leishmania mexicana pyruvate kinase; Q27686; purified LmPK, Kinase-Glo ATP luminescence, 1 h; Potency, µM (highest dose often 57.5 µM), for the others: top-dose activity change, negative = inhibition, most hits filed as inhibitors; hit rate 0.37% among 290,000; AID 1721; note: potency is the fitted concentration of half-maximal effect; % is set by controls: 0 for no effect and ±100 for the full control effect
# Target sequence (Q27686 whole entry, looked up): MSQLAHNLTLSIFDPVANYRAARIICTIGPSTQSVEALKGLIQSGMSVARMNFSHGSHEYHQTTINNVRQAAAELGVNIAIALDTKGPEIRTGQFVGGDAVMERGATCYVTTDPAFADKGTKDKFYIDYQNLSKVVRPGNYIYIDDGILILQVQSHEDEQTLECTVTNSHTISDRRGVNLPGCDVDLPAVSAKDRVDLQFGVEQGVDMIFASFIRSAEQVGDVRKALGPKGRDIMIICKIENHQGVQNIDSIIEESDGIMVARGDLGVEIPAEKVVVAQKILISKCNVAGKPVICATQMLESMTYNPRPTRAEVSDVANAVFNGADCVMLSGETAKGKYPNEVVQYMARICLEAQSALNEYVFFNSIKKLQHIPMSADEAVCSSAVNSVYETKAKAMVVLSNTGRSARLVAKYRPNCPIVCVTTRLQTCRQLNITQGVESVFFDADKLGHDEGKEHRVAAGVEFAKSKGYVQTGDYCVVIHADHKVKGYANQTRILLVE
#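 In 50 mM imidazole pH 7.2 with 7 mM MgCl2, LmPK (0.1 nM) turned over PEP (0.5 mM) and ADP (0.1 mM) for 1 h at room temperature. Luciferase read-out of ATP.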
# AmpC no deterg: blocks E. coli AmpC beta-lactamase in detergent-free assay; AmpC nitrocefin hydrolysis, absorbance 480 nm, 0.0001% Triton; Potency, µM (series often up to 57.1 µM), for the others: at the top dose activity change, negative = inhibition, usual class: inhibitors; hit rate 0.52% among 330,000; AID 485341;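 note: potency is the fitted concentration of half-maximal effect; plate controls were no compound for no effect and no enzyme for full effect; nearly all actives have a fitted effect of over 20% in size; some results filed as inactive show a strong effect at the top dose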
# Target sequence (P00811 whole entry, looked up): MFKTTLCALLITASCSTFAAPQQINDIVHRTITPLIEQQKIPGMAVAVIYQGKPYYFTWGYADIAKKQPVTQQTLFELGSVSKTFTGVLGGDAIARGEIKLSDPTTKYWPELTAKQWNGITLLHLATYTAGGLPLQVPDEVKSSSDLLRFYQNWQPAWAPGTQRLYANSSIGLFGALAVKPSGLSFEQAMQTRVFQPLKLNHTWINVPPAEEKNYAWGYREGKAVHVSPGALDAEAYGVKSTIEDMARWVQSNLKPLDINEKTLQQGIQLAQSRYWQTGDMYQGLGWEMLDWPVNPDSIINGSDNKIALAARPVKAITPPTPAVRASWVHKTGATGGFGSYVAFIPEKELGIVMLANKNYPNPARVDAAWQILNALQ
#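 20 mM phosphate pH 7.0 + 0.01% (detergent screen) or 0.0001% Triton X-100; 5.3 nM AmpC reagent; cpd preinc 15 min RT; nitrocefin (800 uM stock) to start; A480 q20 s × 4 min; Activity was normalised to no-enzyme and no-compound control wells.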
# Cycloheximide cs: affects cycloheximide protein synthesis inhibition readout, counter-screen; max response, %; cell reporter, cycloheximide protein synthesis inhibition counterscreen; hit rate 12% among 300,000; AID 2314; in the data active = max response mostly above about 13%, no sharp cut-off; inactive = mostly below about 14%; note: read at 38.3 µM for the half of the compounds with a filed dose; 0% is about no effect
# Pf growth 96h: P. falciparum growth inhibition at 96 hour, primary screen for plastid delayed-death inhibitors; P. falciparum luciferase reporter growth, 96 h; hit rate 6.9% among 320,000; Potency, µM (titrated, usually from 28.7 µM), inactives show top-dose activity change, negative = inhibition, hits mostly inhibitors; AID 504834; note: potency is the fitted concentration of half-maximal effect; % is set by controls: 0 for no effect and ±100 for the full control effect
#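 Compounds incubated with erythrocytes infected by luciferase-expressing P. falciparum (2% hematocrit, 0.05% parasitemia final) for 96 hours, 37 C in 5% CO2. Growth inhibition scored as decreased luciferase luminescence.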
# Shiga toxin inh: blocks Shiga toxin action in Vero cells | Vero cells, Shiga toxin protein synthesis inhibition reporter | inhibition, % at 38.7 µM | hit rate 9.2% among 290,000 | AID 2315; in the data active = inhibition mostly above about 28%, no sharp cut-off; inactive = mostly below about 43%; note: 0% is about no effect
# Pf growth 48h: inhibits P. falciparum growth in the first generation, 48 h; AID 504832; hit rate 5.9% among 310,000; P. falciparum luciferase growth in erythrocytes, 48 h; Potency, µM (highest dose often 28.7 µM), inactives show at the top dose activity change, negative = inhibition, actives largely listed as inhibitors; note: potency is the fitted concentration of half-maximal effect; % is set by controls: 0 for no effect and ±100 for the full control effect
#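 Luciferase-expressing parasites in RBCs, 2% Hct / 0.1% parasitemia final; RPMI 1640 + 0.5% Albumax; 37 C, 5% CO2, one generation; luminescence read-out, lower signal = inhibition.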
# An asterisk follows results filed as active; ? = inconclusive; . = not tested or not shown; [ ] = dose if it differs, or a comment. Unless noted, calls come from the whole dose curve; as a rule, active = well fitted curve in the direction sought with a large enough effect; inconclusive = small, poorly fitted or top-dose-only effect, or another doubt; inactive = no such curve, though single readings can be large; an effect the other way counts as inactive or inconclusive.
# The opening 6 entries, ahead of the listing:
SMILES,Tb PYK inh,LmPK inhibitor,AmpC no deterg,Cycloheximide cs,Pf growth 96h,Shiga toxin inh,Pf growth 48h
Cc1cccc(N2CCN(S(=O)(=O)c3ccc4c(c3)CCC(=O)N4)CC2C)c1 (centres undefined),1%,2%,-26%,-1,?,-3,-7%
COCCCNc1nc2nonc2nc1N1CCN2CCCC2C1 (centres undefined),0%,-8%,-2%,-2,51%[activator],36,?
CC1(C)CN2C(=S)N(c3ccccc3)C(c3ccccc3)N2C1 (centres undefined),-4%,2%,-6%,5,8.3µM*,-1,.
CCOC(=O)c1ccc(-n2c(C)nc3ccc(Br)cc3c2=O)cc1,-2%,2%,25%,0,?,-7,?
COc1ccc(-c2nc(CN3CCN(C(=O)c4ccco4)CC3)c(C)o2)c(OC)c1C,-7%,-6%,150%[activator],-2,53%[activator],13,7.4µM*
CCN(CC)C(=O)Cn1cc(C(=O)C(=O)Nc2ccc3c(c2)OCCO3)c2ccccc21,2%,-2%,108%[activator],48*,-6%,103*,8%

# All compounds of this part (from the top)
SMILES,Tb PYK inh,LmPK inhibitor,AmpC no deterg,Cycloheximide cs,Pf growth 96h,Shiga toxin inh,Pf growth 48h
Cc1cccc(N2CCN(S(=O)(=O)c3ccc4c(c3)CCC(=O)N4)CC2C)c1 (centres undefined),1%,2%,-26%,-1,?,-3,-7%
COCCCNc1nc2nonc2nc1N1CCN2CCCC2C1 (centres undefined),0%,-8%,-2%,-2,51%[activator],36,?
CC1(C)CN2C(=S)N(c3ccccc3)C(c3ccccc3)N2C1 (centres undefined),-4%,2%,-6%,5,8.3µM*,-1,.
CCOC(=O)c1ccc(-n2c(C)nc3ccc(Br)cc3c2=O)cc1,-2%,2%,25%,0,?,-7,?
COc1ccc(-c2nc(CN3CCN(C(=O)c4ccco4)CC3)c(C)o2)c(OC)c1C,-7%,-6%,150%[activator],-2,53%[activator],13,7.4µM*
CCN(CC)C(=O)Cn1cc(C(=O)C(=O)Nc2ccc3c(c2)OCCO3)c2ccccc21,2%,-2%,108%[activator],48*,-6%,103*,8%
COc1ccc2cc(C(=O)Nc3ccc(F)cc3)sc(=O)c2c1OC,7%,2%,-28%,1,?,30,-8%
O=C(N/N=C/c1ccc(F)cc1)c1cc(-c2ccc3c(c2)OCO3)n[nH]1,4%,-1%,-51%,15,26%,25,19%
COc1cccc(-n2c(=O)c3c(C)c(C(=O)N(C)C)sc3n(CC(=O)NCC3CCCO3)c2=O)c1 (centres undefined),-2%,-1%,-5%,1,?,2,7%
C/C(=N/NC(=O)CNC(=O)Cc1ccccc1)c1ccc(Cl)cc1,4%,1%,-6%,2,47%[activator],6,11%
CN(Cc1ccccc1)C(=O)COc1cc(=O)n(C)c2ccccc12,-9%,6%,-5%,7,-9%,-8,.
COC(=O)C1=C(N)Oc2c(oc(CO)cc2=O)C1c1c(F)cccc1Cl (centres undefined),6%,2%,-21%,-2,15%,2,7%
COCCCN1C(=O)c2ccc(C(=O)N3CCN(c4ccc(OC)cc4)CC3)cc2C1=O,0%,-3%,67%[activator],-1,45%[activator],-6,3%
Cc1ccc(S(=O)(=O)N2CCC(C(=O)N/N=C/c3cccnc3)CC2)cc1,0%,-2%,-28%,7,-22%,-12,-8%
O=C(CN(Cc1ccccc1)S(=O)(=O)c1ccc(F)cc1)NCCC1=CCCCC1,-9%,4%,44%,-3,77%[activator],-13,?
COc1cccc(C(=O)C2CCCN(C(=O)CCC3=NNC(=O)CC3)C2)c1 (centres undefined),-16%,-2%,2%,16*,21%,46*,24%
O=c1cc(N=Nc2ccc(Cl)cc2)[nH]c(=O)[nH]1,5%,-2%,-18%,-2,?,-11,-9%
CN1C(=O)NC(=O)/C(=C/c2ccc([N+](=O)[O-])o2)C1=O,?,-28%,-32%,-2,0%,3,19%
O=C1CC(Sc2ncccn2)C(=O)N1c1ccccc1 (centres undefined),2%,4%,-16%,1,22%,-10,.
Cc1ccc(C(CNS(=O)(=O)c2ccc(F)cc2C)N2CCN(C)CC2)cc1 (centres undefined),-2%,.,91%[activator],.,-22%,.,?
Cc1ccc(NC(=O)CSCC(=O)Nc2cccc(S(=O)(=O)N3CCCCCC3)c2)cc1,-2%,.,-13%,.,?,.,?
O=C(O)CN1C(=O)/C(=C\c2ccccc2OCc2ccc(F)cc2)SC1=S,4%,8%,-23%,-2,25%,15,0%
CC(C)CCNC(=O)CCCCn1c(=O)[nH]c2ccsc2c1=O,7%,-3%,-11%,-2,14%,-12,-7%
COc1cc(C(=O)NCCN2CCCC2)cc(OC)c1OC,-4%,2%,-14%,-2,12%,-4,-11%
CC1(CC(=O)N/N=C/c2cc3c(cc2Br)OCO3)OCCO1,5%,12%[11.5 µM],-13%,9,?,12,1%
# Other results follow:
SMILES,Tb PYK inh,LmPK inhibitor,AmpC no deterg,Cycloheximide cs,Pf growth 96h,Shiga toxin inh,Pf growth 48h
COc1ccc(COc2ccccc2C(=O)Nc2ccccn2)cc1[N+](=O)[O-],2%,2%,-32%,0,-3%,-9,49%[activator]
CCCCOC(=O)C1[C@H]2C(=O)N(c3ccccc3CC)C[C@]23C=C[C@H]1O3 (some centres undefined),2%,-1%,23%,7,?,-10,?
CCCCCCn1cnc2c(oc3nc4c(cc32)CCCC4)c1=O,-2%,1%,-23%,12*,?,9,59%[activator]
Nc1ccc(-c2nc3ccc(N)cc3o2)cc1,-24%,-17%,-20%,39*,82%[activator],35,.
O=C(NC(NCCCN1CCOCC1)(C(F)(F)F)C(F)(F)F)C1CCCCC1,2%,1%,-5%,2,-13%,-3,?
CCC(C)(C)NC(=O)C(C(C)C)N(CC1CCCO1)C(=O)CNS(=O)(=O)c1ccccc1 (centres undefined),1%,0%,74%[activator],19,-3%,-14,?
Cc1ccc(NC(=O)CSc2nnnn2-c2cccnc2)c(C)c1,0%,-3%,-10%,-8,12%,-5,7%
Cc1cc(C)n2ncc(C(=O)NCc3cccnc3)c2n1,1%,-10%,-19%,11,2.3µM*,11,11%
O=C(NC1CCCCC1)c1ccc(CS(=O)Cc2ccccc2Cl)o1 (centres undefined),-6%,0%,29%,1,-20%,26,-24%
Nc1ccccc1S(=O)(=O)C(F)F,-1%,1%,-13%,-1,16%,-7,21%
COc1ccc(C(=O)C2CCCN(C(=O)C3=CCCC3)C2)c(C)c1 (centres undefined),3%,-2%,11%,-2,?,-18,-11%
O=C1OC(CN2CCOCC2)CN1N=Cc1ccc([N+](=O)[O-])o1 (centres undefined),3%,.,-3%,.,?,.,13µM*
CCOC(=O)C1(Cc2ccccc2)CCN(Cc2cnn(C(C)C)c2)CC1,0%,-3%,3%,-2,-4%,-14,-2%
COc1ccc(CCNCc2ccc(Br)cc2)cc1OC,1%,-4%,-12%,-2,0%,-2,.
Cc1ccccc1C(=O)c1c[nH]c(C(=O)NCCc2ccccn2)c1,3%,0%,-30%,12,9.3µM*,13,12µM*
O=C(O)CC(CC(=O)O)c1ccsc1,-3%,.,-16%,.,30%[activator],.,18%
COc1cc(C(=O)Nc2ccc3c(c2)C(=O)N(CCC(=O)O)C3=O)cc(OC)c1OC,-3%,-2%,-8%,-2,.,9,8%
COc1c(C)cc(S(=O)(=O)NCCN2CCOCC2)c(C)c1C,-2%,1%,-6%,-2,?,-3,-4%
CN(C1CCS(=O)(=O)C1)S(=O)(=O)c1ccccc1 (centres undefined),-3%,0%,-6%,-1,22%,-2,-57%
O=C(O)c1cc(NCc2ccccc2)ccc1N1CCOCC1,-7%,-11%,-21%,-4,-4%,-24,.
Cc1nn(C)cc1/C=N/NC(=O)c1ccco1,-11%,-2%,-7%,38*,31%[activator],82*,52%
COC(=O)c1ccc(N2C(=O)CC(N3CCOCC3)C2=O)cc1 (centres undefined),7%,1%,-11%,-3,-20%,-16,1%
CC(=O)c1ccc(NC(=S)N(C)C2CCN(C)CC2)cc1,-8%,-6%,-35%,-1,2.1µM*,-3,6%
Cc1ccnc(NC(=O)c2ccc(Cl)cc2Cl)n1,.,-6%,-27%,10,85%[activator],16,52%[activator]
Cc1ccccc1NC(=O)Cn1cccc1,8%,-2%,-7%,-3,?,-4,32%[activator]
# The list goes on.
SMILES,Tb PYK inh,LmPK inhibitor,AmpC no deterg,Cycloheximide cs,Pf growth 96h,Shiga toxin inh,Pf growth 48h
Cc1ccc(CNCC(=O)Nc2ccc(C)cc2Br)cc1,-3%,-4%,-2%,17,23%,-11,17%
Cc1ccc(/C=N/NC(=O)c2c[nH]c3ccccc23)s1,5%,0%,-54%,30*,3%,77*,47%[activator]
C1CCN=C(NC23CC4CC(CC(C4)C2)C3)CC1,.,-4%,-12%,-4,?,-20,-19%
O=C(Nc1ccccc1O)c1ccc2c(c1)C(=O)N(Cc1ccco1)C2=O,-11%,-8%,-32%,-4,?,3,-24%
O=C(N/N=C\c1c(F)c(F)c(F)c(F)c1F)c1ccc(-c2ccccc2)cc1,1%,10%,-18%,5,?,-5,-35%
Cc1oc(-c2ccccc2)nc1C(=O)Nc1nccs1,5%,0%,-15%,6,13%,26,82%[activator]
CC(C)(C)NC(=O)C(c1ccncc1)N(C(=O)c1csnn1)c1cccc2ccccc12 (centres undefined),0%,0%,1%,5,?,7,-28%
COc1ccc(C(=O)NC23CC4CC(CC(C4)C2)C3)cc1OC,-2%,7%,-13%,-1,-24%,.,37%
COc1ccc(N(C(=O)c2snc(C(N)=O)c2N)C(CC(C)C)C(=O)NCC2CCCO2)cc1 (centres undefined),6%,3%,170%[activator],2,5%,-4,?
Cc1c(N=C2C=CC(=O)c3ccccc32)c(=O)n(-c2ccccc2)n1C,?,?,-13%,-1,15µM*,-10,?
C=CCNC(=S)NNC(=O)c1cc(Cl)ccc1OC,-17%,2%,-15%,1,-2%,-12,3%
COC(=O)CN(c1ccc(OC)cc1)S(=O)(=O)c1ccc(OC)c(OC)c1,1%,0%,31%,1,?,-2,13%
O=C1NCCN1CCNS(=O)(=O)c1ccc(F)cc1,-22%,3%,-23%,-5,-26%,-18,7%
CNC(=S)N1CCN(c2ccccn2)CC1,-3%,1%,-13%,-3,?,-7,-10%
COc1ccccc1NC(=O)c1c(Nc2ccccc2F)sc(C(=O)Nc2cccc(Cl)c2)c1N,-22%,-1%,-31%,11,?,-1,-23%
Cc1ccc(-c2n[nH]c(=S)n2Cc2ccccc2)cc1,?,13µM*,-25%,1,22%,-26,.
CN(C(=O)c1cc(S(=O)(=O)N2CCc3ccccc32)cn1C)C1CCCCC1,3%,0%,149%[activator],-1,?,-3,?
Clc1cccc(CN2CCN(Cc3nc(CCc4ccccc4)no3)CC2)c1,-4%,11%,125%[activator],0,?,-7,4%
COc1ccc(/C=C/C(=O)NC(=S)N2CCN(c3ccccn3)CC2)cc1OC,-16%,1%,-11%,-2,10%,4,?
COc1ccc(CNc2nn[nH]n2)cc1OC,1%,1%,-20%,-4,.,-9,2%
O=C(CN(Cc1ccccc1)S(=O)(=O)c1ccc(Cl)cc1)NCC1CCCO1 (centres undefined),-5%,1%,39%,-1,?,4,27%
COc1ccc(/C=N/NC(=O)c2ccc(Cn3cc([N+](=O)[O-])cn3)o2)cc1O,-2%,4%,-14%,13,.,10,18%

# Source: PubChem
